Compound activity deposited in PubChem by National Center for Advancing Translational Sciences (NCATS).
HP1b binding inh: HTS for Inhibitors of HP1-beta Chromodomain Interactions with Methylated Histone Tails. Chromobox protein homolog 1 (Homo sapiens), P83916. AlphaScreen HP1-beta / biotin-H3K9me3 peptide binding. Potency, µM (series often up to 114 µM), for inactives: top-dose activity change, negative = inhibition, hits mostly inhibitors. hit rate 0.56% among 390,000; further: potency means the concentration at half of the fitted maximal effect; nearly all actives have a fitted effect of over 70% in size; inactives centre near 23
Target sequence (P83916 whole entry, looked up): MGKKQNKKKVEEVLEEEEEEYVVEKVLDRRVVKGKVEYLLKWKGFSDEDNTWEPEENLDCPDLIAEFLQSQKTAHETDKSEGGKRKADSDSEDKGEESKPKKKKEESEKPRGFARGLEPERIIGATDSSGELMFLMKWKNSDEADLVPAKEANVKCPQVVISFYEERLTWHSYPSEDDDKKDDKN
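Compound inhibition of the preformed complex between 50 nM HP1-beta and 50 nM biotinylated H3K9me3 peptide was read by AlphaScreen. Buffer was PBS pH 7.4 with 0.01% Tween-20. Incubations ran 30 min at room temperature, with 10 ug/mL donor/acceptor beads.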
ERG Ets-DNA blk: qHTS for Small Molecule Inhibitors of the ERG Ets/DNA interaction; Transcriptional regulator ERG (Homo sapiens), P11308; fluorescence polarization, His-ERG Ets domain / labelled DNA; Potency, µM (highest dose often 76.9 µM), without a hit: top-dose FP activity, negative = inhibition, most hits filed as inhibitors; hit rate 0.028% among 370,000; AID 624246, 2012; active means well fitted inhibition curve with a large enough effect in the polarisation, with a control signal flat; inconclusive means small, poorly fitted or top-dose-only effect, or effect the other way, or a change in a side signal; inactive means no such curve, though single readings can be large or run the other way; the % refers to the polarisation;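 further: polarization taken with two DNA probes labelled with fluorescein and Texas red; potency means the concentration at half of the fitted maximal effect; % of control where 0% means no effect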
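His-tagged ERG Ets domain (1 uM in the protein solution; 300mM KCl, 50mM Tris-HCl, 1mM EDTA, 1mM DTT, pH 7.5) received compound, then a probe mix of 5 nM fluorescein-DNA and 100nM Texas-615-DNA. Fluorescence polarization was read for both dyes.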
JMJD2A Tudor: qHTS Assay for Inhibitors of JMJD2A-Tudor Domain; Potency, µM (series often up to 114 µM), for the others: at the top dose activity change, negative = inhibition, usual class: inhibitors; hit rate 4.4% among 390,000; AID 504339, 2011; AlphaScreen JMJD2A-Tudor / H3K4me3 peptide binding; Lysine-specific demethylase 4A (Homo sapiens), O75164; further: potency means the concentration at half of the fitted maximal effect; on the % scale 0 is the no-effect control and ±100 the full control effect; nearly all actives have a fitted effect of over 50% in size
PI4K2A block: qHTS for small molecular inhibitors of PI4K2A; Phosphatidylinositol 4-kinase type 2-alpha (Homo sapiens), Q9BTU6; hit rate 0.13% among 420,000; activity change, negative = inhibition, % at 76.9 µM; AID 1346378, 2018; purified PI4K2A, ADP-Glo luminescence, 1 h; active compounds read low; in the data active means activity change below about -50%; inconclusive means mostly about -30% to -49%;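 further: -100% = wells without enzyme as full effect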
Target sequence (Q9BTU6 whole entry, looked up): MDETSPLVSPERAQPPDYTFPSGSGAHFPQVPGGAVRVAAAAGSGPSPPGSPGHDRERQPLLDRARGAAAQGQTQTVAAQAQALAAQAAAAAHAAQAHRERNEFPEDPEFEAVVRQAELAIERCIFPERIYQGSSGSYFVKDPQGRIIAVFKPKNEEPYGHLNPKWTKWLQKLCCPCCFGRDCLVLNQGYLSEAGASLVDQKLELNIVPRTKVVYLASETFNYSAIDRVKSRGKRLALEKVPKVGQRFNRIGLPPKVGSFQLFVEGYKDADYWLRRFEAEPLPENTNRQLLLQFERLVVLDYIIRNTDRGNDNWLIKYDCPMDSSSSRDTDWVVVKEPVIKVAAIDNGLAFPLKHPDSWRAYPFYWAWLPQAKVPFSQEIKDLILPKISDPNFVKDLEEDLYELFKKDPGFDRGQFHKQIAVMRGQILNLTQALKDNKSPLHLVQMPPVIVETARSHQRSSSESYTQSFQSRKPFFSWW
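Compounds are screened against recombinant PI4K2A using PI as substrate and ATP, the latter dispensed at 300 microM. Reactions run one hour at ambient temperature before ADP-Glo detection; full inhibition defined by wells lacking enzyme.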
G9a inh: qHTS Assay for Inhibitors of Histone Lysine Methyltransferase G9a; Histone-lysine N-methyltransferase EHMT2 (Homo sapiens), Q96KQ7; G9a H3K9 monomethylation, AlphaScreen, 2 h; Potency, µM (titrated, usually from 102 µM), without a hit: at the highest dose activity, negative = inhibition, hits mostly inhibitors; hit rate 8.8% among 350,000; AID 504332, 2011; further: potency means the concentration at half of the fitted maximal effect; on the % scale 0 is the no-effect control and ±100 the full control effect; nearly all actives have a fitted effect of over 75% in size
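Step 1: enzyme (final 20 nM) with compound, 15 min RT. Step 2: substrate peptide 500 nM and SAM 20 uM, 2 h RT. Step 3: anti-H3K9me1 antibody and AlphaScreen beads, 10 min, then plate read.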
GLS inhibitor: qHTS for Inhibitors of Glutaminase (GLS); Potency, µM (titrated, usually from 45.5 µM), for the others: at the top dose activity change, negative = inhibition, most hits filed as inhibitors; Glutaminase kidney isoform, mitochondrial (Homo sapiens), O94925; hit rate 0.21% among 410,000; GLS enzymatic activity, qHTS titration; further: potency means the concentration at half of the fitted maximal effect; on the % scale 0 is the no-effect control and ±100 the full control effect
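hKGA in 45 mM KH2PO4 pH 8.2, 0.02% Tween-20 with pin-transferred compounds; 1 mM L-glutamine (stock) plus glutamate oxidase/HRP/Amplex Red coupling added. Fluorescence read initially and after 30 min at RT.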
BAZ2B inh: qHTS Assay for Inhibitors of BAZ2B. Bromodomain adjacent to zinc finger domain protein 2B (Homo sapiens), Q9UIF8. AlphaScreen BAZ2B-H3K14Ac peptide displacement. Potency, µM (highest dose often 114 µM), for the others: at the top dose activity change, negative = inhibition, usual class: inhibitors. hit rate 4.4% among 360,000; further: potency means the concentration at half of the fitted maximal effect; on the % scale 0 is the no-effect control and ±100 the full control effect; nearly all actives have a fitted effect of over 60% in size
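AlphaScreen displacement of biotin-H3(5-23)K14Ac peptide (50 nM final) from BAZ2B (50 nM final) in PBS pH 7.4, 0.01% Tween-20; complex preformed 30 min RT, then compounds (top 110 uM) 30 min RT, beads 20 min dark.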
RGS4 inhibitor: Inhibitors of Regulator of G Protein Signaling (RGS) 4: qHTS; Transcreener GDP fluorescence polarization, RGS4-accelerated GTP hydrolysis; Potency, µM (doses to about 114 µM), for inactives: at the highest dose activity change, negative = inhibition, actives largely listed as inhibitors; hit rate 0.039% among 390,000; Regulator of G-protein signaling 4 (Homo sapiens), P49798; further: potency means the concentration at half of the fitted maximal effect; on the % scale 0 is the no-effect control and ±100 the full control effect; nearly all actives have a fitted effect of over 75% in size; some results filed as inactive show a strong effect at the top dose
Target sequence (P49798 whole entry, looked up): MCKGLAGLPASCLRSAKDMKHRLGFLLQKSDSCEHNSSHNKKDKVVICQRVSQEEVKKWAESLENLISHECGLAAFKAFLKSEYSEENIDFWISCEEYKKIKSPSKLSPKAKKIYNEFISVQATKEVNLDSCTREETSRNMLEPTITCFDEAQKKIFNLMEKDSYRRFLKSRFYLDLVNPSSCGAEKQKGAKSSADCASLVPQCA
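MLSMR compounds (23 nl, pin-transferred) preincubated 10 min at room temperature with a 500nM (2x) first reagent, then RGS4 at 900nM (2x) plus Transcreener GDP mix added; fluorescence polarization (620/688 nm) read before and after 90 min at 30 °C.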
12-LOX inh: Primary qHTS assay for inhibitors of human arachidonate 12S-lipoxygenase (ALOX12): Round 2 | Polyunsaturated fatty acid lipoxygenase ALOX12 (Homo sapiens), P18054 | Potency, µM (highest dose often 108 µM), without a hit: at the top dose activity change, negative = inhibition, usual class: inhibitors | hit rate 1.1% among 580,000 | purified 12hLO, xylenol orange hydroperoxide absorbance | AID 1671190, 2021; further: potency means the concentration at half of the fitted maximal effect; on the % scale 0 is the no-effect control and ±100 the full control effect
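Hydroperoxide product was detected by ferrous iron/xylenol orange as the 573 to 405 nm absorbance ratio. Arachidonic acid at 40 uM (final) was turned over for 30 min at room temperature by 150 nM human 12hLO, pH 7.0 Hepes buffer, after 15 min compound preincubation.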
Starred values were filed as active, the others as inactive; & = joins results of further samples; [ ] = another dose, or the depositor's remark. Unless noted, the call rests on the fitted dose curve; in most records, active means well fitted curve in the direction sought with a large enough effect; inconclusive means small, poorly fitted or top-dose-only effect, or another doubt; inactive means no such curve, though single readings can be large; an effect the other way counts as inactive or inconclusive.

How did CC(C)(C)NC(=O)CCN(/N=C/c1ccccc1O)C1=NS(=O)(=O)c2ccccc21 do in these assays?
HP1b binding inh: 4.6%; ERG Ets-DNA blk: 5.3%; JMJD2A Tudor: -10.1%; PI4K2A block: -3.0; G9a inh: -5.6%; GLS inhibitor: -8.2%; BAZ2B inh: 0.1%; RGS4 inhibitor: 6.6%; 12-LOX inh: 0.8%

What do the screens show for `CCN(CC)S(=O)(=O)c1cc(C(=O)OCC(=O)Nc2cccc(Br)c2)ccc1F`?
HP1b binding inh: 26.7%; ERG Ets-DNA blk: 5.9%; JMJD2A Tudor: -11.2%; PI4K2A block: 2.9; G9a inh: 2.0%; GLS inhibitor: 0.6%; BAZ2B inh: 4.6%; RGS4 inhibitor: -28.4%; 12-LOX inh: -2.6%

How did Cc1cccc(NC(=S)NC(=O)c2ccc(Br)o2)c1 do in these assays?
HP1b binding inh: -21.7%; ERG Ets-DNA blk: -4.3%; JMJD2A Tudor: -19.0%; PI4K2A block: -1.9; GLS inhibitor: 18.8%; BAZ2B inh: inconclusive; RGS4 inhibitor: 2.5%; 12-LOX inh: inconclusive

What do the screens show for `O=C(NCCO)C(=O)c1c(-c2ccc(Cl)cc2)cc2ccccn12`?
HP1b binding inh: 16.0%; ERG Ets-DNA blk: -2.4%; JMJD2A Tudor: -14.8%; PI4K2A block: 2.5; G9a inh: -27.9%; GLS inhibitor: 21.9%; BAZ2B inh: -20.3%; RGS4 inhibitor: 2.7%; 12-LOX inh: -12.1%

How did CCOc1ccccc1C(=O)N[C@H](C(=O)OCc1cc(=O)oc2cc(C)ccc12)C(C)C do in these assays?
HP1b binding inh: 31.2%; ERG Ets-DNA blk: 4.6%; JMJD2A Tudor: -6.7%; PI4K2A block: -9.3; G9a inh: 26.4%[59 µM]; GLS inhibitor: 11.2%; BAZ2B inh: -5.9%; RGS4 inhibitor: -9.8%; 12-LOX inh: 0.7%

What do the screens show for `Cc1cc(C)cc(NS(=O)(=O)c2ccc(F)cc2)c1`?
HP1b binding inh: 28.6%; ERG Ets-DNA blk: -4.4%; JMJD2A Tudor: 14.1%; PI4K2A block: -13.7; G9a inh: 31.4%[activator]; GLS inhibitor: -3.8%; BAZ2B inh: -2.5%; RGS4 inhibitor: 0.7%; 12-LOX inh: 16.0%

Results for c1ccc2c(N3CCCCC3)nc(N3CCOCC3)nc2c1 ?
HP1b binding inh: 111.0%[activator]; ERG Ets-DNA blk: -9.7%; JMJD2A Tudor: 41.4%[activator]; PI4K2A block: 11.4; G9a inh: -10.7%[59 µM]; GLS inhibitor: 15.8%; BAZ2B inh: 4.7%; RGS4 inhibitor: 30.2%; 12-LOX inh: 6.8%

What do the screens show for `COc1ccccc1CNC(=O)COC(=O)/C=C/c1ccc2c(c1)OCO2`?
HP1b binding inh: 10.9%; ERG Ets-DNA blk: 18.3%; JMJD2A Tudor: -4.5%; PI4K2A block: -0.5; GLS inhibitor: -7.7%; RGS4 inhibitor: -24.5%; 12-LOX inh: 205.7%[activator]

What do the screens show for `CCOc1ccc(NC(=O)CSc2nnc(C(C)C)n2CC)cc1`?
HP1b binding inh: 6.5%; ERG Ets-DNA blk: 1.6%; JMJD2A Tudor: -2.0%; PI4K2A block: 2.5; G9a inh: -8.3%[59 µM]; GLS inhibitor: 11.9%; BAZ2B inh: 12.7%; RGS4 inhibitor: -2.8%; 12-LOX inh: 0.0%[57.4 µM]

What do the screens show for `O=C(CSc1nnc(Cc2cc(=O)[nH]c(=O)[nH]2)n1-c1ccc(F)cc1)NC1CCCC1`?
HP1b binding inh: 54.0%[activator]; ERG Ets-DNA blk: -18.6%; JMJD2A Tudor: -0.7%; PI4K2A block: -0.3; G9a inh: 79.4µM*; GLS inhibitor: -8.5%; BAZ2B inh: -1.3%; RGS4 inhibitor: 1.3%; 12-LOX inh: -128.0%

Results for CCCCOc1cccc(OCCCC)c1C(=O)Nc1cc(C)on1 ?
HP1b binding inh: 57.0%[activator]; ERG Ets-DNA blk: -12.3%; JMJD2A Tudor: 19.9%; PI4K2A block: 2.0; G9a inh: -5.5%[12.7 µM]; GLS inhibitor: 1.7%; BAZ2B inh: 14.0%; RGS4 inhibitor: -16.0%; 12-LOX inh: 19.5%

How did CN(C)NC(=S)NC(=O)C12CC3CC(CC(C3)C1)C2 do in these assays?
HP1b binding inh: 10.0%; ERG Ets-DNA blk: 2.1%; JMJD2A Tudor: inconclusive; PI4K2A block: -1.7; G9a inh: -41.8%; GLS inhibitor: -3.1%; BAZ2B inh: inconclusive; RGS4 inhibitor: -12.1%; 12-LOX inh: inconclusive

How did Cn1cc(CCCC(=O)NCc2ccccc2Cl)c2ccccc21 do in these assays?
HP1b binding inh: 22.4%; ERG Ets-DNA blk: -22.1%; JMJD2A Tudor: -15.8%; PI4K2A block: -2.7; G9a inh: -0.5%[59 µM]; GLS inhibitor: 1.0%; BAZ2B inh: 4.0%; RGS4 inhibitor: -3.3%; 12-LOX inh: -17.3%

Results for O=C(Cn1cnc2nc3c(cc2c1=O)CCCC3)Nc1ccc(F)cc1Cl ?
HP1b binding inh: 16.6%[57 µM]; ERG Ets-DNA blk: -0.2%; JMJD2A Tudor: -20.1%; PI4K2A block: 2.2; G9a inh: 6.4%[59 µM]; GLS inhibitor: 3.1%; BAZ2B inh: 0.4%; RGS4 inhibitor: 5.0%; 12-LOX inh: -1.3%

Results for CCCn1cc(SCC(=O)Nc2ccc3c(c2)OCO3)c2ccccc21 ?
HP1b binding inh: 7.5%; ERG Ets-DNA blk: 10.8%; JMJD2A Tudor: inconclusive; PI4K2A block: -0.6; G9a inh: inconclusive; GLS inhibitor: 5.7%; BAZ2B inh: inconclusive; RGS4 inhibitor: -1.0%; 12-LOX inh: -22.2%

What do the screens show for `Cc1ccc(C)c(N2CCN(C(=O)CN3CCSc4ccccc43)CC2)c1`?
HP1b binding inh: -5.5%[57 µM]; ERG Ets-DNA blk: -11.0%; JMJD2A Tudor: inconclusive; PI4K2A block: -3.2; G9a inh: -37.2%[59 µM]; GLS inhibitor: 12.2%; BAZ2B inh: inconclusive; RGS4 inhibitor: 0.3%; 12-LOX inh: -3.6%

Results for CCN(CC(=O)NCc1cccs1)C(=O)/C=C/c1cc(OC)c(OC)c(OC)c1 ?
HP1b binding inh: 24.9%; ERG Ets-DNA blk: -2.7%; JMJD2A Tudor: -27.6%; PI4K2A block: 2.4; G9a inh: -18.3%; GLS inhibitor: -6.4%; BAZ2B inh: 11.4%; RGS4 inhibitor: 0.1%; 12-LOX inh: 10.2%

How did CCn1c2ccccc2c2cc(CN3CCN(Cc4ccccc4C)CC3)ccc21 do in these assays?
HP1b binding inh: inconclusive; ERG Ets-DNA blk: -5.1%; JMJD2A Tudor: 5.62µM*; PI4K2A block: 2.5; G9a inh: 1.78µM*; GLS inhibitor: -0.4%; BAZ2B inh: 56.2µM*; RGS4 inhibitor: -12.0%; 12-LOX inh: -31.2%

How did CCOc1ccc(C(=O)NCC(C)NC(=O)c2ccc(OCC)cc2)cc1 (stereo unspecified) do in these assays?
HP1b binding inh: 12.4%; ERG Ets-DNA blk: 1.7%; JMJD2A Tudor: inconclusive; PI4K2A block: -11.7; GLS inhibitor: -1.7%; BAZ2B inh: inconclusive; RGS4 inhibitor: 10.2%; 12-LOX inh: 56.9%

Results for O=S(=O)(c1ccc2c(c1)OCCO2)N1CCN(S(=O)(=O)c2ccccn2)CC1 ?
HP1b binding inh: 39.4%[activator]; JMJD2A Tudor: -6.5%&-6.2%; PI4K2A block: -4.5; GLS inhibitor: 3.4%; RGS4 inhibitor: 12.3%; 12-LOX inh: -22.9%

How did COc1cccc(OC(=O)CSc2nnc(-c3ccccc3Br)o2)c1 do in these assays?
HP1b binding inh: 71.8%[activator]; ERG Ets-DNA blk: 1.3%; JMJD2A Tudor: 34.5%; PI4K2A block: 19.9; G9a inh: -41.0%[12.7 µM]; GLS inhibitor: 11.0%; BAZ2B inh: 9.6%; RGS4 inhibitor: -10.1%; 12-LOX inh: -15.6%

What do the screens show for `CCc1ccc(OCC(=O)Nc2cccc3nsnc23)cc1`?
HP1b binding inh: 301.3%[activator]; ERG Ets-DNA blk: 1.4%; JMJD2A Tudor: 217.5%[activator]; PI4K2A block: -1.4; G9a inh: 373.9%[activator]; GLS inhibitor: -5.2%; BAZ2B inh: 167.7%[activator]; RGS4 inhibitor: 0.0%[11.4 µM]; 12-LOX inh: -2.7%

A portion of the library; rates above refer to the full screens.
